FID counter = counter-screen for HCV NS3 helicase inhibitors: DNA intercalator displacement; DNA fluorescent intercalator displacement, fluorescence; 0.17% of 290,000 active; inhibition, % at 7.9 µM; in the data active = inhibition above about 37%;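 note: 0% = vehicle and 100% = reference compound; higher means more ethidium bromide displaced from hairpin DNA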
NS3 helicase inh = HCV NS3 helicase inhibition; NS3 helicase DNA unwinding, Cy5 molecular beacon fluorescence; inhibition, % at 10.9 µM; 0.56% of 290,000 active; AID 1800;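 active = inhibition above the mean of all tested compounds plus 3 SD, set per campaign, cut at about 35% in these data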;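 note: 0% = DMSO wells and 100% = thioflavine S control wells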
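Compound dosing – single dose, 10.9 µM nominal final, DMSO 0.8% final · System – NS3 helicase fragment of HCV · Buffer or medium – MOPS pH 6.5, MgCl2, DTT, Tween20, BSA · Signal – Cy5 beacon fluorescence read at start and 1 h · Also added – annealed dual-labelled DNA beacon duplex, ATP-started · Schedule – 1 h at 25 °C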
MEKK3 PB1 HTS = MEKK3-MEK5 PB1 interaction, increase or decrease | 1.4% of 290,000 active | Q99759 | binding response (% of control), % at 10 µM | bead-based flow cytometry, Alexa488-MEK5 binding to MEKK3; actives lie on both sides; 0 = blocked by unlabeled MEK5, 100 = vehicle;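 active = binding response more than 3 SD above or below the average of its plate-row segment, actives on both sides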;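 note: Alexa488 bead fluorescence after subtracting the streptavidin-only scavenger bead signal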
Target sequence (Q99759 whole entry, looked up): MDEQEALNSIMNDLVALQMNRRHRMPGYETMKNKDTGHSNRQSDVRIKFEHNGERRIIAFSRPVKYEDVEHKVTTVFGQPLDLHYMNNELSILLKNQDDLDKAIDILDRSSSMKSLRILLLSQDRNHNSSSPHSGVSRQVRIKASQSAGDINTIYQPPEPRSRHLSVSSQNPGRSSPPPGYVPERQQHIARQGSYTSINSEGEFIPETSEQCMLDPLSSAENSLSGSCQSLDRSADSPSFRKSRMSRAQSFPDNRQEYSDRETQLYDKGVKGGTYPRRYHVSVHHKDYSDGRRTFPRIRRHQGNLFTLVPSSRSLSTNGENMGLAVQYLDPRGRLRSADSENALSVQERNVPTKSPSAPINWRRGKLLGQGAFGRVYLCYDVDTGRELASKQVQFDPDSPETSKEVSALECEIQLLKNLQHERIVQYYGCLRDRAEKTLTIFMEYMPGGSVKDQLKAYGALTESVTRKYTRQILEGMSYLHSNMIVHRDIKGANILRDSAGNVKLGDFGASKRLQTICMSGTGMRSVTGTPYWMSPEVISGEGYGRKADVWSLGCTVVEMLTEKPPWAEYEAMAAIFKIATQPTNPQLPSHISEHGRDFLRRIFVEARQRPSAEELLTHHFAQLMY
SUMO HTRF inh = blocks human SUMOylation mediated by UBC9; P63279; HTRF SUMOylation assay, SAE1/SAE2 + UBC9, in vitro; inhibition, % at 35 µM; 0.36% of 290,000 active; AID 2006; in the data active = inhibition above about 50%, passing the limit was not always enough; note: strong numbers were not always called active
Target sequence (P63279 whole entry, looked up): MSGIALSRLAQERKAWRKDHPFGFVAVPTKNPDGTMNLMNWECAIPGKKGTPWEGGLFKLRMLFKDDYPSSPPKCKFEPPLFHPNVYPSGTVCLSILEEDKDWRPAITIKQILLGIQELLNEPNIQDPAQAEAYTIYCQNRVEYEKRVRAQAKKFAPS
VIM-2 inhibitor = blocks Pseudomonas aeruginosa VIM-2 metallo-beta-lactamase; purified VIM-2, nitrocefin hydrolysis, epi-absorbance fluorescence; inhibition, % at 5.6 µM; 0.89% of 290,000 active; AID 1527;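 active = inhibition above the mean of all tested compounds plus 3 SD, cutoff set per screening run, cut at about 7.5% in these data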;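 note: red hydrolysis product quenches plate fluorescence so inhibitors raise well fluorescence; 0% = enzyme with DMSO and 100% = DMSO without enzyme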
PHOSPHO1 block = inhibitors of human PHOSPHO1 phosphatase; 1.1% of 290,000 active; Q8TCT1; recombinant PHOSPHO1, absorbance phosphatase assay; inhibition, % at 13.3 µM; in the data active = inhibition above about 60%
Target sequence (Q8TCT1 whole entry, looked up): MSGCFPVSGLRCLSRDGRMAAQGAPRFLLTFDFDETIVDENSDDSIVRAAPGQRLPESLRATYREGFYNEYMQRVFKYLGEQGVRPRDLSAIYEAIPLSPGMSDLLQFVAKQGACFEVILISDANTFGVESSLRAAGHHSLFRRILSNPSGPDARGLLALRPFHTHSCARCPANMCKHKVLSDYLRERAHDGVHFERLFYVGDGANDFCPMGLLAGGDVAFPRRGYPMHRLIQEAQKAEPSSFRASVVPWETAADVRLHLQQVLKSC
IMP-1 inh = blocks Pseudomonas aeruginosa IMP-1 metallo-beta-lactamase; purified IMP-1, nitrocefin hydrolysis, epi-absorbance fluorescence; inhibition, % at 5.6 µM; 0.45% of 290,000 active;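 active = inhibition above the mean plus 3 SD of all compounds in the same screening run, cut at about 4.5% in these data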;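 note: 0% = IMP-1 with DMSO and 100% = DMSO wells lacking enzyme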
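System: purified IMP-1; amount: IMP-1 0.2 nM before substrate addition; compound: single dose, 5.6 µM; times: 25 °C, 15 min preincubation, 25 min reaction; signal: Epi-absorbance via hydrolysed-nitrocefin quenching of white-plate fluorescence, 480/530 nm, EDTA stop; benchmarks: DMSO with and without IMP-1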
IDE cell activ = IDE (human) activation, cell-based; P14735; HEK cells, FAbeta-B cleavage, fluorescence polarization; 0% vehicle, 100% cell-free pure enzyme wells; activation, % at 5.96 µM; 0.073% of 340,000 active;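 active = activation above the mean of all tested compounds plus 3 SD, set per screening campaign, cut at about 17% in these data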
pCIP destab = lowers stability of the mouse p/CIP coactivator protein; F442A p/CIP-EGFP cells, EGFP fluorescence, 16 h; Q05BA5; 0.01% of 290,000 active; decrease of EGFP signal, % at 10 µM;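 active = EGFP signal decrease of at least 30% at 10 µM or well 3 SD below plate mean, unless failing retest; inactive = the rest, including hits failing retest or dose response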; note: some compounds called inactive have numbers as strong as hits; many of its hits are not listed in these tables
The depositor's hits bear a star; [ ] = dose if it differs, or a comment.

What do the screens show for `C=C1c2ccccc2S(=O)(=O)N(Cc2ccccc2)C1COCc1ccccc1` (stereo not given)?
MEKK3 PB1 HTS: 108.0; SUMO HTRF inh: -5.7; PHOSPHO1 block: 17.5; IDE cell activ: 0.9; pCIP destab: 0.8

What do the screens show for `COc1nn(CC(=O)N2N=C(C)CC2(O)C(F)(F)F)cc1[N+](=O)[O-]` (stereo not given)?
FID counter: 0.9; NS3 helicase inh: 0.0; MEKK3 PB1 HTS: 91.0; SUMO HTRF inh: -23.0; VIM-2 inhibitor: -2.4; PHOSPHO1 block: -10.8; IMP-1 inh: -5.1; IDE cell activ: 3.7; pCIP destab: -7.4

How did O=C(NCCN1CCCC1)C1CC(=O)N(C2CCCCC2)C1 (stereo not given) do in these assays?
FID counter: 0.9; NS3 helicase inh: 9.0; MEKK3 PB1 HTS: 108.0; SUMO HTRF inh: -8.2; VIM-2 inhibitor: -2.4; PHOSPHO1 block: 47.3; IMP-1 inh: -5.1; IDE cell activ: 5.8; pCIP destab: 3.8

What do the screens show for `CCCc1nnc(SCC(=O)N2CCCC(C)C2)n1CCCOC` (stereo not given)?
FID counter: -10.4; NS3 helicase inh: -0.1; MEKK3 PB1 HTS: 107.0; SUMO HTRF inh: -5.5; VIM-2 inhibitor: -0.4; PHOSPHO1 block: -8.3; IMP-1 inh: 1.4; IDE cell activ: 3.8; pCIP destab: -12.8

Results for CCOC(=O)N1CCN(C(=O)c2ccc(Cl)c(S(=O)(=O)Nc3ccccc3)c2)CC1 ?
FID counter: -24.2; NS3 helicase inh: 3.5; MEKK3 PB1 HTS: 98.0; SUMO HTRF inh: -0.3; VIM-2 inhibitor: -3.6; PHOSPHO1 block: 5.4; IMP-1 inh: -2.5; IDE cell activ: 1.5; pCIP destab: 5.7

What do the screens show for `Cc1sc2nc(CN(C(=O)NC3CCCCC3)C3CCCC3)[nH]c(=O)c2c1C`?
FID counter: -3.9; NS3 helicase inh: 3.1; MEKK3 PB1 HTS: 87.0; SUMO HTRF inh: -6.7; VIM-2 inhibitor: -3.3; PHOSPHO1 block: -4.4; IMP-1 inh: -2.6; IDE cell activ: 4.1; pCIP destab: -31.3

Results for O=C(Nc1ccc2c(c1)OCCO2)C1CCCN1C(=O)Nc1ccccc1 (stereo not given) ?
FID counter: -2.5; NS3 helicase inh: 6.6; MEKK3 PB1 HTS: 98.0; SUMO HTRF inh: 14.2; VIM-2 inhibitor: -2.9; PHOSPHO1 block: 23.0; IMP-1 inh: -2.1; IDE cell activ: 2.3; pCIP destab: -14.1

What do the screens show for `CC(C)N(Cc1cc2ccccc2[nH]c1=O)C(=O)c1cccc([N+](=O)[O-])c1`?
FID counter: -11.2; NS3 helicase inh: 3.8; MEKK3 PB1 HTS: 93.0; SUMO HTRF inh: 23.9; VIM-2 inhibitor: -0.1; PHOSPHO1 block: -11.8; IMP-1 inh: -1.0; IDE cell activ: 5.3; pCIP destab: -10.8

Results for Cc1nn(-c2ccc(Cl)c(Cl)c2Cl)c(=O)c2ccccc12 ?
FID counter: -16.4; NS3 helicase inh: 4.0; MEKK3 PB1 HTS: 108.0; SUMO HTRF inh: 0.8; VIM-2 inhibitor: -0.4; PHOSPHO1 block: 1.0; IMP-1 inh: -3.2; IDE cell activ: 1.8; pCIP destab: -3.9

How did CC(=O)N1N=C2c3ccccc3CCC2C1c1ccc(F)cc1 (stereo not given) do in these assays?
FID counter: -16.4; NS3 helicase inh: -5.2; MEKK3 PB1 HTS: 126.0; SUMO HTRF inh: 10.6; VIM-2 inhibitor: -4.0; PHOSPHO1 block: 47.4; IMP-1 inh: -0.2; pCIP destab: 1.1

Results for COc1ccc(CC(=O)Nc2cc(C)ccn2)cc1 ?
FID counter: -4.9; NS3 helicase inh: 3.0; MEKK3 PB1 HTS: 42.0*[inhibitor]; SUMO HTRF inh: 23.6; VIM-2 inhibitor: -1.7; PHOSPHO1 block: -11.3; IMP-1 inh: -6.6; IDE cell activ: 2.0; pCIP destab: 2.2

What do the screens show for `CC(C)Cn1c2c(c(=O)[nH]c1=O)C(C(F)(F)F)(C(F)(F)F)N=C(CCC1CCCCC1)N2`?
FID counter: -12.4; NS3 helicase inh: -4.3; MEKK3 PB1 HTS: 103.0; SUMO HTRF inh: 29.2; VIM-2 inhibitor: -1.0; PHOSPHO1 block: -6.8; IMP-1 inh: -4.6; IDE cell activ: -0.6; pCIP destab: -4.4

Results for CCC12CN3CCN(CC(C3)/C1=N\NC(=O)c1ccc(C(C)(C)C)cc1)C2 ?
FID counter: -12.2; NS3 helicase inh: -1.7; MEKK3 PB1 HTS: 108.0; SUMO HTRF inh: -5.6; VIM-2 inhibitor: -4.4; PHOSPHO1 block: 16.3; IMP-1 inh: -2.9; IDE cell activ: -1.4; pCIP destab: -9.1

How did CC(=O)CCCC(NS(=O)(=O)CCC(Cl)(Cl)Cl)c1ccccc1 (stereo not given) do in these assays?
FID counter: -17.0; NS3 helicase inh: 20.6; MEKK3 PB1 HTS: 103.0; SUMO HTRF inh: 2.1; VIM-2 inhibitor: -4.0; PHOSPHO1 block: -18.6; IMP-1 inh: -1.4; IDE cell activ: 5.5; pCIP destab: -1.1

How did CCC(=O)N1N=C(c2ccc(NS(C)(=O)=O)cc2)CC1c1ccc(C)cc1 (stereo not given) do in these assays?
FID counter: -17.3; NS3 helicase inh: -1.4; MEKK3 PB1 HTS: 99.0; SUMO HTRF inh: 19.8; VIM-2 inhibitor: -3.3; PHOSPHO1 block: 25.7; IMP-1 inh: -2.5; IDE cell activ: -1.7; pCIP destab: -5.1

How did COc1nc2ccccc2nc1N1CCN(Cc2ccc3c(c2)OCO3)CC1 do in these assays?
FID counter: -6.9; NS3 helicase inh: -13.2; MEKK3 PB1 HTS: 105.0; SUMO HTRF inh: -5.4; VIM-2 inhibitor: -0.2; PHOSPHO1 block: 9.7; IMP-1 inh: -2.2; IDE cell activ: -4.0; pCIP destab: -3.5

How did CCOc1cc(S(=O)(=O)N2CCC(c3nc4ccccc4s3)CC2)c(OCC)cc1S(=O)(=O)N1CCCCC1 do in these assays?
FID counter: -15.6; NS3 helicase inh: 10.4; MEKK3 PB1 HTS: 95.0; SUMO HTRF inh: 16.8; VIM-2 inhibitor: -1.4; PHOSPHO1 block: 8.9; IMP-1 inh: -3.1; IDE cell activ: 1.5; pCIP destab: -2.9

How did CCS(=O)(=O)N1CCC(C(=O)NCCc2ccccc2)CC1 do in these assays?
FID counter: -1.8; NS3 helicase inh: 1.9; SUMO HTRF inh: -15.4; VIM-2 inhibitor: -2.3; PHOSPHO1 block: 26.7; IMP-1 inh: 0.1; IDE cell activ: -0.6; pCIP destab: 0.9

Results for Cc1ccccc1/C=N/NC(=O)Cc1ccc(Cl)cc1 ?
FID counter: -10.0; NS3 helicase inh: -11.9; MEKK3 PB1 HTS: 102.0; SUMO HTRF inh: 10.0; VIM-2 inhibitor: -1.6; PHOSPHO1 block: -20.0; IMP-1 inh: -2.9; IDE cell activ: 0.2; pCIP destab: -0.8

How did CC1(C)CC(=O)C2=C(C1)Oc1ncn3nc(-c4cccnc4)nc3c1C2c1ccccc1 (stereo not given) do in these assays?
SUMO HTRF inh: 14.3; PHOSPHO1 block: -0.8; IDE cell activ: 1.5; pCIP destab: -9.0

Results for Nc1ccc(C(=O)N/N=C/c2c[nH]c3ccccc23)cc1 ?
FID counter: -3.0; NS3 helicase inh: -13.9; MEKK3 PB1 HTS: 108.0; SUMO HTRF inh: 13.0; VIM-2 inhibitor: -4.1; PHOSPHO1 block: 29.2; IMP-1 inh: -1.9; IDE cell activ: 0.3; pCIP destab: -2.6

What do the screens show for `Cc1ccc(CSCCNC(=O)CN(c2ccccc2)S(C)(=O)=O)cc1`?
FID counter: -21.9; NS3 helicase inh: -7.9; MEKK3 PB1 HTS: 105.0; SUMO HTRF inh: 6.0; VIM-2 inhibitor: -0.9; PHOSPHO1 block: 38.9; IMP-1 inh: -2.1; IDE cell activ: -0.5; pCIP destab: -8.8

Results for Cc1ccc(NC(=O)Cn2cc(S(=O)(=O)c3ccc(C)cc3)c(=O)c3cc(F)ccc32)cc1 ?
FID counter: -8.5; NS3 helicase inh: 0.5; MEKK3 PB1 HTS: 113.0; SUMO HTRF inh: 23.8; VIM-2 inhibitor: -0.6; PHOSPHO1 block: -8.6; IMP-1 inh: -1.7; IDE cell activ: 3.1; pCIP destab: -2.7

What do the screens show for `Cc1ccc2[nH]c3c(c2c1)CN(C)CC3`?
FID counter: 0.5; NS3 helicase inh: -3.6; MEKK3 PB1 HTS: 88.0; SUMO HTRF inh: 21.1; VIM-2 inhibitor: -1.0; PHOSPHO1 block: -10.5; IMP-1 inh: -0.2; IDE cell activ: 7.3; pCIP destab: -4.6

What do the screens show for `CCS(=O)(=O)N1CCCC(C(=O)NCc2ccc(C)cc2)C1` (stereo not given)?
FID counter: -0.9; NS3 helicase inh: -4.6; MEKK3 PB1 HTS: 100.0; SUMO HTRF inh: -19.4; VIM-2 inhibitor: -1.0; PHOSPHO1 block: 11.4; IMP-1 inh: -0.3; IDE cell activ: 1.7; pCIP destab: -5.8

Results for Cc1nnc(NC(=O)C2COc3ccccc3O2)s1 (stereo not given) ?
FID counter: -3.3; NS3 helicase inh: 4.2; MEKK3 PB1 HTS: 91.0; SUMO HTRF inh: 7.0; VIM-2 inhibitor: 0.2; PHOSPHO1 block: -30.5; IMP-1 inh: 1.8; IDE cell activ: -0.8; pCIP destab: -10.2

How did CCOc1cc(/C=C2/NC(=S)NC2=O)ccc1OCc1ccc([N+](=O)[O-])cc1 do in these assays?
FID counter: -1.1; NS3 helicase inh: 6.4; MEKK3 PB1 HTS: 109.0; SUMO HTRF inh: 15.3; VIM-2 inhibitor: -0.9; PHOSPHO1 block: 18.0; IMP-1 inh: -3.0; IDE cell activ: 1.5; pCIP destab: -4.8

What do the screens show for `Cn1c(Cc2ccccc2)n[nH]c1=S`?
FID counter: -1.2; NS3 helicase inh: -7.0; MEKK3 PB1 HTS: 100.0; SUMO HTRF inh: 0.7; VIM-2 inhibitor: -0.3; PHOSPHO1 block: -22.6; IMP-1 inh: -3.0; IDE cell activ: 3.0; pCIP destab: -19.6

How did O=C1CC(N2CCSCC2)C(=O)N1CCc1ccccc1 (stereo not given) do in these assays?
FID counter: -5.2; NS3 helicase inh: -5.8; MEKK3 PB1 HTS: 102.0; SUMO HTRF inh: -3.4; VIM-2 inhibitor: -3.2; PHOSPHO1 block: 33.9; IMP-1 inh: -2.0; IDE cell activ: 3.0; pCIP destab: -4.2

How did CCCCCNC(=O)CCCCn1c(=O)[nH]c2cc(OCC)c(OCC)cc2c1=O do in these assays?
FID counter: -4.4; NS3 helicase inh: 6.0; MEKK3 PB1 HTS: 98.0; SUMO HTRF inh: -8.0; VIM-2 inhibitor: -0.5; PHOSPHO1 block: 23.3; IMP-1 inh: -0.2; IDE cell activ: 2.9; pCIP destab: -5.0

Screening data: PubChem, several laboratories

This is a subset; rates above refer to the full screens.
